Bioassay records as filed in PubChem BioAssay.
mcGAS RapidFire – inhibitors of mouse cGAS; recombinant mouse cGAS, cGAMP by RapidFire MS; Q8C6L5; inhibition, % at 12.5 µM; 130,000 compounds, 0.18% hits;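 active = inhibition of cGAS enzyme activity at or above 60%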;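 also: enzyme stimulated by 45 bp dsDNA with ATP and GTP substrates; cGAMP share of summed cGAMP plus half ATP and half GTP signals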
Target sequence (Q8C6L5 whole entry, looked up): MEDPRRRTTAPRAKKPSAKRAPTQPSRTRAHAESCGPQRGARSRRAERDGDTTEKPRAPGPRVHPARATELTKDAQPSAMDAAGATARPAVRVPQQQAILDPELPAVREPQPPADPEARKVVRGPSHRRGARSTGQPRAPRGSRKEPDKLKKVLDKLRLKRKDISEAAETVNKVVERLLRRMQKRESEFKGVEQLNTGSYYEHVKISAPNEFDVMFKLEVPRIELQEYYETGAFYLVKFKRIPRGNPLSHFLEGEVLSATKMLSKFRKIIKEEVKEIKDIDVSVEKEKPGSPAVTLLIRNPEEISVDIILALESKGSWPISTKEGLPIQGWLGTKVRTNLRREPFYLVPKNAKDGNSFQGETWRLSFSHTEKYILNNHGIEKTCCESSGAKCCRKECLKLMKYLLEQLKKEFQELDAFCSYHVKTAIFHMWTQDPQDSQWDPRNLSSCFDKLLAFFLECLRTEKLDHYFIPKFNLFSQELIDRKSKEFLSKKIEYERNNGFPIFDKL
* = called active by the depositor; & = joins results of further samples. A portion of the library. The share of hits here may be higher or lower than overall.

SMILES	mcGAS RapidFire
CC1CCCN(CCNc2nccc(C3CCCC3)n2)C1 (configuration not stated)	-10.3
CN(Cc1nc2ccc(F)cc2[nH]1)C(=O)C1CC(=O)Nc2ccc(F)cc21 (configuration not stated)	-12.7
O=C(O)C1CC(=O)N(C2C3CC4CC(C3)CC2C4)C1 (configuration not stated)	-11.7
CS(=O)(=O)N1CCCC(CNS(=O)(=O)NCc2ccccc2)C1 (configuration not stated)	-45.8
O=C(O)c1cncc(-c2cc3ccccc3s2)c1	3.9
CCc1nc(C)c(C(=O)N2CCCC(c3[nH]ncc3-c3ccc(C)cc3)C2)o1 (configuration not stated)	-4.6
COc1cc(C(=O)N2CCC3(CC2)c2ccccc2[C@@H](N)[C@@H]3O)ccn1	-15.5
NC(=O)NNC(=O)c1cc2c(s1)CCCC2	11.2
NC(=O)c1ccc(C(F)(F)F)nc1N1C[C@H]2C[C@H](O)[C@@H](O)C[C@H]2C1	-4.6
N#CC1C(=N)OC2=C(CN(Cc3ccccc3)C/C2=C\c2cccs2)C1c1cccs1 (configuration not stated)	-4.4
O=C1CC2CS(=O)(=O)CC2N1C1CCCCC1 (configuration not stated)	-4.9
O=c1c(Oc2ccccc2F)coc2cc(O)ccc12	-15.8
CC1(C)OC2OC3C(O)COC3C2O1 (configuration not stated)	-0.4
O=C(NN=Cc1ccccc1O)c1cc(Br)ccc1O	-6.4
O=C(NC1CCCC1)C1CCCN(S(=O)(=O)N2CCCCCC2)C1 (configuration not stated)	-4.5
CCN(CC)C(=O)Cn1cc(C(=O)NCc2ccccc2-c2ccccc2)nn1	-8.9
CCC(CC)NC(=O)COc1ccc(Cl)c2c1C(=O)CC2C (configuration not stated)	-0.9
Cc1noc(C)c1C(=O)NCCc1ccc(F)cc1	-3.7
O=C(Cn1c2ccccc2c(=O)c2ccccc21)Nc1ccc(Oc2ccc(Cl)cc2)cc1	-1.1
CC(C)COCC(NC(=O)c1ccn[nH]1)c1ccco1 (configuration not stated)	-4.8
Cc1ccc(Cl)cc1NC(=O)CN1CCN(S(=O)(=O)Cc2ccccc2)CC1	0.2
Cc1cccc(-c2cnc(C(O)c3ccc4ccccc4c3)[nH]2)c1 (configuration not stated)	-6.1
Cc1ccc(CS(=O)(=O)Cc2csc(CCC(C)C)n2)cc1	-15.6
O=C(c1cc(-c2ccccc2)n[nH]1)N1CCC(Oc2ncccn2)CC1	-11.1
CN(C)S(=O)(=O)c1ccc(C(=O)OCc2cc(-c3cc4ccccc4o3)on2)cc1	-5.8

Next section:
SMILES	mcGAS RapidFire
CCCCNc1nnc(SCC(=O)c2cc(C)n(-c3cc(C)on3)c2C)s1	-0.5
COCCN1CC(C(=O)NCCCn2ncc3ccccc32)CCC1=O (configuration not stated)	-4.6
Cc1onc(-c2ccccc2)c1C(=O)NC(C)c1ccccc1 (configuration not stated)	-6.8&-2.8
O=C(CSC1=NCCS1)NC12CC3CC(CC(C3)C1)C2	2.0
COc1ccc(OC)c(-c2c3c([nH]c(=S)c2C#N)CCCC3)c1	-3.7
COc1ccc(CN2CCN(C)CC2)c(OCC(O)CN2CCCCCCC2)c1 (configuration not stated)	-0.8
CN(C)c1ccc(CNC(=O)N2CCCC2c2ccccc2Cl)cc1F (configuration not stated)	-6.5
Cc1cccc(C(=O)NCCN2C(=O)C(=Cc3ccc4c(c3)OCO4)SC2=S)c1[N+](=O)[O-]	10.0
CN(C(=O)CN1CCN(c2cc(-c3cccnc3)ncn2)CC1)c1ccccc1	-3.1
CCOc1ccccc1NC(=O)CC1SC(=Nc2ccccc2)N(c2ccccc2)C1=O (configuration not stated)	-5.6
Cc1ccc(OCCCCNCCN2CCOCC2)c(I)c1	0.9
CC1=NN(CCN2CCN(c3ccccc3F)CC2)c2nc3c(c(=O)n(C)c(=O)n3C)n2C1	-1.8
CC1=NN(CC(=O)NCCn2ncc3ccccc3c2=O)CC1	-10.6
CN(C)CC1(O)CCCN(C(=O)c2ccc(-n3ccnc3)cc2)CC1 (configuration not stated)	-9.1
Cc1cc2ccccc2n1CCNC(=O)c1cccc2ccccc12	-6.0
COc1ccc(N2CCn3c2nc2c3c(=O)n(CCN3CCOCC3)c(=O)n2C)cc1Cl	-0.1
CN1CC2(CCCN(C(=O)CCc3cc(Cl)no3)C2)OC1=O (configuration not stated)	-4.7
NCC(O)(c1ccccc1)c1ccccc1	-2.1
CN(CC(=O)NC1CCSc2ccc(Cl)cc21)S(=O)(=O)c1ccc(Cl)cc1 (configuration not stated)	-2.9
COc1ccc(C2CCCN2C(=O)c2ccc(=O)[nH]c2)c(OC)c1 (configuration not stated)	-6.5
CCCCC1(C)NC(=O)c2c(C)sc(C(=O)OCC)c2N1 (configuration not stated)	-3.5
CC(Cc1cnccn1)NC(=O)CCc1nnc(CCCCc2ccccc2)o1 (configuration not stated)	20.2
N#Cc1c(-c2ccco2)[nH]c(=S)[nH]c1=O	12.9
CC1Sc2ccc(C#N)cc2N(Cc2ccc(F)cc2)C1=O (configuration not stated)	11.0
CCOC(=O)N1CCN(C(c2ccc(Cl)cc2)c2c(O)cc(C)n(CC)c2=O)CC1 (configuration not stated)	-5.3

The closing three entries of the part above are carried over, then new ones follow:
SMILES	mcGAS RapidFire
N#Cc1c(-c2ccco2)[nH]c(=S)[nH]c1=O	12.9
CC1Sc2ccc(C#N)cc2N(Cc2ccc(F)cc2)C1=O (configuration not stated)	11.0
CCOC(=O)N1CCN(C(c2ccc(Cl)cc2)c2c(O)cc(C)n(CC)c2=O)CC1 (configuration not stated)	-5.3
OCc1ccc(CN2CCOC(Cc3cccc(F)c3)C2)o1 (configuration not stated)	6.3
CCOC(=O)Cc1csc(SC2CCOC2=O)n1 (configuration not stated)	-13.9
O=C1CCCN1C1CCN(Cc2cnc(N3CCOCC3)nc2)CC1	8.9
C=Cc1ccc(C(=O)N2CC[C@H]3CC[C@@H](C2)N3)cc1	-17.2
Cn1c(SCC(=O)NC2CCS(=O)(=O)C2)nnc1-c1ccco1 (configuration not stated)	9.0
CN(Cc1ccc(C(F)(F)F)cc1)C(=O)CC(NC(N)=O)c1ccccc1 (configuration not stated)	-13.3
Cc1noc(CCNC(=O)c2ccc(Br)c(S(=O)(=O)N(C)C)c2)n1	-0.2
N#Cc1cccc(NNC(=O)NCCc2ccc(F)cc2)c1	-2.4
CC1CCC(NC(=O)CC(NC(N)=O)c2ccccc2Cl)CC1 (configuration not stated)	-2.4
CCNc1nnc(S(=O)(=O)Cc2c(C)cc(C(C)(C)C)cc2C)s1	-14.3
O=C(O)/C(=C/c1ccco1)n1nnnc1-c1ccccc1	-7.6
FC(F)(F)c1ccc(Cl)c(-n2c(C3C4CCCCC43)n[nH]c2=S)c1 (configuration not stated)	8.5
O=C1CCCN1Cc1nc(C2(c3ccccc3)CC2)no1	2.3
COc1cccc(-c2cncc(CN(C)Cc3ccco3)c2)c1	-12.6
CC1CC(Sc2ncc(-c3ccccc3)[nH]2)C(=O)O1 (configuration not stated)	-1.8
Cc1ccccc1SCC(=O)N1CCCC2(CN(C)C(=O)O2)C1 (configuration not stated)	-12.2
N#CC(=Cc1ccc(Cl)cc1Cl)C(N)=O	4.7
COc1cc(NC2CCCc3sc(C)nc32)ncn1 (configuration not stated)	-2.9
CNC(=O)CC12CC3CC(CC(C3)C1)C2	-8.5
CCCCCCCCCn1c(N2CCNCC2)nc2c1c(=O)[nH]c(=O)n2C	-3.3
O=C(NN1CCN(Cc2ccccc2Cl)CC1)c1ccc(Br)cc1	-2.2
Brc1ccc(OCCSc2nnc(NC3CC3)s2)cc1	-6.0
CCOC(=O)N1CCc2c(sc(NC(=O)C3=COCCO3)c2-c2nc3ccccc3s2)C1	-4.2
Cc1cc(N2Cc3cnn(Cc4ccc(F)cc4)c3C2)nc(N)n1	-17.3
COc1cccc(C(=O)N2CCC(n3nccc3NC(=O)C(OC)c3ccccc3)CC2)c1 (configuration not stated)	-2.1

Next results follow:
SMILES	mcGAS RapidFire
O=S(=O)(NC1CCCCCC1)c1ccc(F)cc1	-7.4
CCn1c(C2CCCN(C(=O)c3cc(C)n4nc(C)cc4n3)C2)nn(C)c1=O (configuration not stated)	-4.6
CC(C)c1noc(C(C)N2CCN(c3ncnc4[nH]ccc34)CC2)n1 (configuration not stated)	-3.4
CCN(Cc1ccco1)C(=O)Nc1cccnc1N1CCCC1	1.0
CCc1ccc(-n2ncc(C(=O)N3CCC4(CC3)OCCO4)c2-n2cccc2)cc1	-9.8
CCn1c(=O)c2c(nc3n2CCN3c2ccc(C)c(Cl)c2)n(C)c1=O	-6.0
Cc1nc(SCc2coc(-c3cccs3)n2)c2c(C)c(C)sc2n1	-5.1
CNS(=O)(=O)c1ccc(-c2nccn2C(C)c2nncn2C)cc1 (configuration not stated)	-12.2
COc1cc(Cl)c(S(=O)(=O)N2CCN(C(=O)c3ccc(=O)[nH]c3)CC2)cc1Cl	0.6
CN(Cc1nccn1C)C(=O)CNC(=O)c1cc(F)cc(F)c1	-3.0
CCC1CN(CCS(C)(=O)=O)CCS1 (configuration not stated)	-0.4
O=C(Nn1cnc2c(cnn2-c2ccccc2)c1=O)c1cccc(C(F)(F)F)c1	-5.5
O=C(NCc1ccncc1)c1csc(Nc2ccccc2)n1	-4.6
NCC1Cc2cc(-c3ccc4occc4c3)cc(F)c2O1 (configuration not stated)	1.7
O=C(CCn1ccnn1)NC1(c2ccc(Br)cc2)CC1	-12.4
O=C(Nn1ccc2c(cnc3c(-c4ccccc4)cnn32)c1=O)c1ccncc1	-15.0
Cn1cc(CN2CCN(c3ccc(Cl)cn3)CC2)c(-c2ccc3c(c2)OCCO3)n1	-14.8
COC(=O)CCC(=O)N1CCCC(N2CCN(c3ccc(OC)cc3)CC2)C1 (configuration not stated)	-2.1
O=C(CNS(=O)(=O)c1ccc(I)cc1)NN1C(=O)c2ccccc2C1=O	-3.3
Cc1ccc(C(=O)Nc2nc3ccc(N)cc3s2)s1	-1.1
Cc1cc(Cl)ccc1OC(C)C(=O)NC(C)CCC1CCCO1 (configuration not stated)	-38.3
Cc1noc(C)c1C(=O)Nc1sc2c(c1C(N)=O)CCC(C)C2 (configuration not stated)	2.6
CN(CC(O)COCc1ccccc1NCc1ccc2ncccc2c1)C1CCCCC1 (configuration not stated)	-12.4
N#C/C(=C\Nc1cc(Cl)ccc1O)C(=O)NC(=O)Cc1ccccc1	-3.8
COCCn1c(CNCC2CC2)cnc1S(=O)(=O)Cc1ccc(C)cc1	-8.2

Later entries.
SMILES	mcGAS RapidFire
CCOc1ccc2nc(S(=O)(=O)NC(=O)C3(C)CCN3C(=O)c3c(C)noc3C)sc2c1 (configuration not stated)	-16.0
Cc1cc2oc(=O)cc(CN3CCCCC3C)c2c(C)c1Cl (configuration not stated)	-5.9
Cc1cc2c(nn1)CCc1c-2no[n+]1[O-]	-4.5
Cc1ccc(C)c(OCC(=O)N2CCC(=O)NCC2C)c1C (configuration not stated)	-8.6
Cc1cccc(-n2c(C)nnc2S(=O)(=O)CC(=O)NCC2CC2)c1	-2.6
CC(=O)N1N=C(c2ccc(Br)cc2)CC1c1ccc(C)o1 (configuration not stated)	-6.5
COC(=O)c1c(NC(=O)c2cccc([N+](=O)[O-])c2)sc2c1CCC2	-12.3
COc1ccc(OCC(=O)NCc2ccc(C)cc2)c(C(=O)O)c1	-12.1
Cc1cc(C)cc(C(=O)n2sc(=O)c3ccccc32)c1	-2.3
O=c1oc2ccc(Br)cc2cc1S(=O)(=O)c1ccccc1	-3.3
O=C(Nc1csc(N2CCCCC2)n1)C1CC1c1cccc(F)c1 (configuration not stated)	-5.3
COc1ccc(C(C)=O)cc1CN1C(=O)C(C)ON=C1Cc1ccccc1 (configuration not stated)	-5.4
Cc1cc(C)n(C(C)C(=O)N(Cc2nccn2C)C2CC2)n1 (configuration not stated)	-14.9
Cc1ccccc1-c1noc(SCC(=O)N2CC(C)OC(C)C2)n1 (configuration not stated)	-8.6
Cc1cc(C)nc(CCNC(=O)CCNC(=O)c2ccc(F)cc2)n1	-24.8
NC(=O)c1nnc2n1CCN(Cc1ccc3ccccc3c1)C2	-10.4
CC1CCC2(CC1)C(=O)N(CC(=O)NC(C)C)C(=O)N2C (configuration not stated)	-1.9
CCCC1(CCC)NC(=O)N(Cc2ccc(S(=O)(=O)N(C)C)o2)C1=O	1.5
Cc1nc(C(=O)NC(c2ccccc2)C(F)(F)F)cs1 (configuration not stated)	-8.5
Cc1ccc(NC(=O)c2cc(S(=O)(=O)NCCC3=CCCCC3)ccc2F)cc1	-2.7
COc1ccccc1NC(=O)NCCNc1cc(N2CCOCC2)nc(C)n1	-4.9
Cc1ccc(-c2noc(C(C)(C)Oc3ccc(Cl)cc3)n2)cc1	-7.8

Structural class, those above containing an aryl methoxy group
SMILES	mcGAS RapidFire
COc1cc(C(=O)N2CCC3(CC2)c2ccccc2[C@@H](N)[C@@H]3O)ccn1	-15.5
COc1ccc(OC)c(-c2c3c([nH]c(=S)c2C#N)CCCC3)c1	-3.7
COc1ccc(CN2CCN(C)CC2)c(OCC(O)CN2CCCCCCC2)c1 (configuration not stated)	-0.8
COc1ccc(N2CCn3c2nc2c3c(=O)n(CCN3CCOCC3)c(=O)n2C)cc1Cl	-0.1
COc1ccc(C2CCCN2C(=O)c2ccc(=O)[nH]c2)c(OC)c1 (configuration not stated)	-6.5
COc1cccc(-c2cncc(CN(C)Cc3ccco3)c2)c1	-12.6
COc1cc(NC2CCCc3sc(C)nc32)ncn1 (configuration not stated)	-2.9
COc1cccc(C(=O)N2CCC(n3nccc3NC(=O)C(OC)c3ccccc3)CC2)c1 (configuration not stated)	-2.1
COc1cc(Cl)c(S(=O)(=O)N2CCN(C(=O)c3ccc(=O)[nH]c3)CC2)cc1Cl	0.6
COC(=O)CCC(=O)N1CCCC(N2CCN(c3ccc(OC)cc3)CC2)C1 (configuration not stated)	-2.1
COc1ccc(OCC(=O)NCc2ccc(C)cc2)c(C(=O)O)c1	-12.1
COc1ccc(C(C)=O)cc1CN1C(=O)C(C)ON=C1Cc1ccccc1 (configuration not stated)	-5.4
COc1ccccc1NC(=O)NCCNc1cc(N2CCOCC2)nc(C)n1	-4.9
